NS5 inhibitors: Dengue-2 NS5 methyltransferase inhibitors, primary screen, biochemical, confirmation dose response (AID 588689). Genome polyprotein (Dengue virus type 2 (strain 16681-PDK53)). Dengue-2 NS5 methyltransferase capping enzyme assay, biochemical; higher % means a stronger effect. inhibition, % at 25 µM, or IC50 in µM where a hit was titrated. 340,000 compounds, 0.3% hits; in the data active means a potency from the dose series; inconclusive means inhibition above about 29% without an active follow-up result
SV40 large T antigen: SV40 large T antigen inhibitors, biochemical (AID 1903); SV40 large T antigen ATPase/helicase inhibition assay; higher % means a stronger effect; one-dose inhibition, % at 20 µM; IC50 in µM for titrated hits; 310,000 compounds, 0.39% hits; in the data active means a potency from the dose series; inconclusive means inhibition mostly from about 32% at the one dose, without a potency; inactive means the rest, 99 in 100 with inhibition below about 32%; further: strong numbers were not always called active
NTR1 agonist: agonists of NTR1, primary screen, imaging, U2OS cells, beta-arrestin-GFP, high content (AID 493036) | NTR1-U2OS beta-arrestin-GFP spot imaging, agonist mode | activation, % at 20 µM | 330,000 compounds, 0.17% hits | Neurotensin receptor type 1 (Homo sapiens), P30989;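 active means activation at or above 40% of the spot to cytoplasm intensity ratio, with at least 20 cells analyzed; inconclusive means wells under 20 cells, flagged as cytotoxic or low count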;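 further: 0% = DMSO without peptide and 100% = 100 nM NTR1 peptide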
Target sequence (P30989 whole entry, looked up): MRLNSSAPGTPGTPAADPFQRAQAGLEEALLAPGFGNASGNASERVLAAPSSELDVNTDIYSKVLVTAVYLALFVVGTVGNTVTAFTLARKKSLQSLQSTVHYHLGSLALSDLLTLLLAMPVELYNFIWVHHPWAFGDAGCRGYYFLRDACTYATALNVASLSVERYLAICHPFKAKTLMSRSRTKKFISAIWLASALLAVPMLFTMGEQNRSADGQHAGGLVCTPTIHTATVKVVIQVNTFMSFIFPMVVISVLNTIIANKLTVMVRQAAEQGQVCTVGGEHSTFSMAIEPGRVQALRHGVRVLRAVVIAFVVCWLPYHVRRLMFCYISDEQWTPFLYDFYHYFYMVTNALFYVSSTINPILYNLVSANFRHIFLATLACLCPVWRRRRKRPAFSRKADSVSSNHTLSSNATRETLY
GPR35 arrestin U2OS: GPR35 antagonists blocking zaprinast-driven arrestin recruitment, primary screen, imaging, U2OS, beta-arrestin-GFP, zaprinast agonist (AID 2058); G-protein coupled receptor 35 (Homo sapiens); U2OS GPR35 beta-arrestin-GFP translocation imaging, zaprinast antagonism; higher % means a stronger effect; inhibition, % at 10 µM, or IC50 in µM where a hit was titrated; 290,000 compounds, 0.052% hits;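 active means inhibition of at least 50% with at least 30 cells and total cytoplasm GFP at most 10,000,000; inconclusive means under 30 cells or total GFP of 10,000,000 plus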
Yfh1-off respiration: enhancers of respiration in Yfh1-depleted yeast, dose response, Friedreich's ataxia, plus single-dose screen (AID 1465); S. cerevisiae Yfh1-off respiration, WST-1 reduction, 72 h; higher fold induction means a stronger effect; fold induction at 50 µM, or EC50 in µM where a hit was titrated; 220,000 compounds, 0.074% hits;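 active means fold induction of absorbance versus untreated yeast above a set limit, then at least 30% activation at any dose in follow-up; inconclusive means repeats straddling the limit, or above it without dose testing; inactive means fold induction below the set limit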;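 further: activators that raise dye reduction in frataxin-depleted yeast; strong numbers were not always called active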
MgcRacGAP inhibition: MgcRacGAP GTPase-activating activity inhibitors, confirmation, biochemical, ADP Hunter fluorescence | Rac GTPase-activating protein 1 (Homo sapiens) | MgcRacGAP-stimulated Rac1 GTP hydrolysis, ADP Hunter fluorescence; higher % means a stronger effect; GST-tagged Rac1 F28L mutant substrate | one-dose inhibition, % at 30 µM; IC50 in µM for titrated hits | 340,000 compounds, 0.6% hits;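 active means first-screen hits whose inhibition reached a set limit at any dose in the follow-up dose series; inconclusive means inhibition above the set first-screen limit but never retested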;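 further: fluorescence reports GDP produced by GAP-driven GTP hydrolysis; strong numbers were not always called active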
AID2073: inhibitors of Mint1-CaV2.2 protein interaction, biochemical, HTRF (AID 2073); HTRF protein-protein interaction, Mint1-CaV2.2; higher % means a stronger effect; inhibition, % at 20 µM, or IC50 in µM where a hit was titrated; 290,000 compounds, 0.19% hits; in the data active means inhibition mostly above about 51%, no sharp cut-off; inconclusive means no clear call, values can overlap the other calls; inactive means mostly below about 53%; further: some results filed as inactive read as strong as hits
GPR55 antagonists: GPR55 antagonists blocking LPI-driven arrestin recruitment, primary screen, imaging, U2OS, beta-arrestin-GFP, LPI agonist (AID 2013) | G-protein coupled receptor 55 (Homo sapiens) | U2OS GPR55 beta-arrestin-GFP translocation imaging, LPI antagonism; higher % means a stronger effect | one-dose inhibition, % at 10 µM; IC50 in µM for titrated hits | 290,000 compounds, 0.13% hits;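 active means spots per cell inhibited over 60%, with over 100 cells counted and total cytoplasm intensity under 500,000; inconclusive means wells with under 100 cells, flagged as likely toxic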;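 further: U2OS cells stably carrying GPR55 and arrestin-GFP stimulated by 5 µM LPI near EC80; imaged beta-arrestin-GFP aggregate spots per cell after agonist stimulation; plate controls were LPI-stimulated DMSO wells for no effect and DMSO wells without LPI for full effect; some results filed as inactive read as strong as hits; confirmed hits need IC50 under 10 µM and bright autofluorescent wells are also inconclusive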
GPR55 activation: GPR55 agonists via beta-arrestin recruitment, primary screen, imaging, U2OS cells, beta-arrestin-GFP redistribution (AID 1961) | G-protein coupled receptor 55 (Homo sapiens) | U2OS GPR55 beta-arrestin-GFP redistribution imaging; higher % means a stronger effect | 290,000 compounds, 0.048% hits | activation, % at 10 µM; hits with a dose series show EC50 in µM;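 active means activation above 40% with more than 50 cells counted in the well; inconclusive means wells holding fewer than 50 cells, flagged as toxic or sparse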;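 further: U2OS osteosarcoma cells stably expressing GPR55 and beta-arrestin-GFP; plate controls were DMSO negative control for no effect and LPI positive control for full effect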
NTR1 agonist cell count 20 µM: recorded beside NTR1 agonist, whose call it bears; cell count; measured here: cell count, cytotoxicity flag
The depositor's hits bear a star; i = inactive; ? = inconclusive; · = no result given.

SMILES	NS5 inhibitors	SV40 large T antigen	NTR1 agonist	NTR1 agonist cell count 20 µM	GPR35 arrestin U2OS	Yfh1-off respiration	MgcRacGAP inhibition	AID2073	GPR55 antagonists	GPR55 activation
CCN1CCCC1Cn1cnc2c([nH]c3ccc(C)cc32)c1=O (stereo not drawn)	3%	10%	2.1	76	2%	·	8%	13%	19%	-0.2%
CCc1ccccc1NNC(=O)CCc1ccccc1	2%	12%	0.0	45	6%	i	11%	0%	11%	0.5%
CCOc1ccc(C(=O)C2CCN(CC(=O)Nc3ccccc3N3CCOCC3)CC2)cc1	9%	11%	12	66	-14%	i	5%	-7%	-7%	-0.2%
O=C(c1cc2ccccc2o1)N(Cc1nnc(-c2ccccc2Cl)o1)C1CC1	1%	13%	1.8	56	·	·	3%	·	·	·
COc1cc(NC(=O)CN2CCN(S(=O)(=O)c3ccc(C(C)C)cc3)CC2)cc(OC)c1	-3%	5%	4.8	59	22%	i	11%	-4%	-22%	-0.1%
O=C(CSc1ccsc1[N+](=O)[O-])NCc1ccco1	13%	14%	0.5	88	7%	i	10%	-1%	7%	-0.4%
O=C(O)CCC(=O)N1CC=C(c2ccccc2)CC1	-1%	2%	-0.1	41	4%	i	-6%	-5%	14%	-0.1%
CCOC(=O)N1CCC(N(CCN(C)C)C(=S)Nc2ccc(Oc3ccccc3)cc2)CC1	-3%	-2%	5.5	57	-5%	i	2%	-18%	0%	0.6%
COCCCN1CCc2[nH]c(=S)[nH]c(=O)c2C1	2%	9%	-0.5	69	7%	i	0%	-6%	8%	0.2%
COc1ccc(OCCNc2c([N+](=O)[O-])c(=O)oc3ccccc23)cc1	-2%	2%	3.1	43	-13%	i	-22%	9%	2%	0.5%
COc1cc(/C=C2\SC(=O)N(CC(=O)Nc3ccccc3F)C2=O)cc(Cl)c1O	-24%	10%	3.1	77	-8%	·	9%	7%	-2%	-0.2%
CCNC(=O)CSc1nc(-c2ccccc2)cs1	-9%	3%	-0.2	69	-8%	i	0%	-2%	-3%	-0.3%
O=c1[nH]c(C2CCCN(S(=O)(=O)c3ccccc3)C2)nc2c1nnn2Cc1ccc(OC(F)(F)F)cc1 (stereo not drawn)	-4%	2%	8.0	76	11%	·	9%	8%	19%	0.0%
CCOC(=O)Cc1csc(NC(=O)CN2CCN(CC)CC2)n1	-2%	5%	-0.2	55	3%	·	-6%	2%	7%	-0.3%
COc1cc(OC)c(OC)cc1/C=N/N(C)c1ccccc1	-7%	30%	6.7	47	-2%	i	44µM*	-2%	2%	0.1%
CCN1CCN(C(=O)/C(=C/c2ccco2)NC(=O)c2ccccc2)CC1	-3%	7%	-1.6	51	-4%	·	3%	0%	-3%	·
c1ccc(COc2ccccc2CNC2CCCC2)cc1	-5%	23%	1.3	30	-12%	i	1%	-2%	3%	0.1%
NC(=O)COC(=O)CC(NC(N)=O)c1ccc(Cl)cc1 (stereo not drawn)	-6%	6%	2.3	64	18%	i	2%	13%	1%	-0.2%
O=C(NCC1CC1)c1cc([N+](=O)[O-])cc([N+](=O)[O-])c1	-2%	13%	0.3	86	-6%	·	4%	-9%	11%	0.3%
O=S1(=O)C=C(SCCN2CCCC2)c2ccccc21	-6%	10%	-1.9	87	-8%	i	8%	-6%	13%	-0.1%
O=[N+]([O-])c1ccc(S(=O)(=O)c2cccc(C(F)(F)F)c2)nc1	-18%	18%	12	44	·	·	12%	·	·	·
COc1cccc(C(=O)CC(=O)C(=O)Nc2ccc(C)cc2Cl)c1	-6%	23%	2.5	66	-13%	·	9%	1%	14%	-0.1%
CCOC(=O)N1CCN(CC(=O)Nc2ccc(F)cc2)CC1	-11%	-6%	-0.7	37	4%	i	1%	9%	12%	-0.1%
COC(=O)c1cccnc1SCc1ccccc1	2%	4%	0.3	86	4%	i	3%	-10%	8%	0.1%
O=C(Nc1ccccc1)N(C1=NCCCCS1)c1ccccc1	-3%	-1%	1.4	40	1%	i	9%	-6%	1%	-0.2%
SMILES	NS5 inhibitors	SV40 large T antigen	NTR1 agonist	NTR1 agonist cell count 20 µM	GPR35 arrestin U2OS	Yfh1-off respiration	MgcRacGAP inhibition	AID2073	GPR55 antagonists	GPR55 activation
CCOc1ccc(/C=C/C(=O)C(C(N)=O)=C2SCCS2)cc1	-4%	-1%	-1.8	63	4%	i	11%	1%	5%	?
COc1ccc(-n2cnc3scc(-c4ccccc4)c3c2=O)cc1	-4%	20%	2.0	83	-8%	i	5%	-5%	10%	0.3%
COc1ccc(N(CC(=O)NCc2ccco2)S(=O)(=O)c2ccc(C)cc2)cc1OC	-5%	6%	-1.2	52	2%	·	6%	-1%	-6%	·
Cc1cc(C)nc(N/N=C/c2cccc3ccccc23)n1	-4%	3%	0.3	66	9%	i	5%	2%	12%	-0.3%
CN(C)/C=C/C=C1C(=O)CCCC1=O	-2%	5%	1.2	86	2%	i	4%	13%	4%	0.0%
CC1(C)Cc2c(sc3nc4n(c(=O)c23)CCC4)CO1	4%	10%	-1.0	55	6%	i	13%	-29%	3%	0.3%
CC(=O)Nc1ccc(NC(=O)C(C)Sc2nnc(-c3cccs3)o2)cc1 (stereo not drawn)	5%	11%	-1.0	54	-1%	i	3%	-26%	-2%	-0.1%
O=C(CCN1CCN(C/C=C/c2ccccc2)CC1)Nc1ccc(Cl)cc1	-2%	17%	-0.7	42	5%	i	0%	7%	-2%	0.1%
COc1cccc(NC(=O)Nc2ccc(Br)cn2)c1	-4%	15%	-2.4	68	-2%	i	6%	6%	8%	-0.1%
COc1cccc(C(=O)Nc2cc(OC)ccc2NC(=O)c2ccco2)c1	2%	18%	0.8	57	0%	·	2%	6%	3%	0.0%
O=C(CN1C(=O)COc2ccccc21)N(Cc1cccnc1)Cc1ccccc1F	5%	9%	-1.7	57	3%	i	9%	7%	1%	-0.1%
COC(=O)c1sc(S(=O)(=O)Nc2ccc(Br)cc2)c(C(=O)OC)c1C	-10%	-19%	·	·	-7%	i	9%	-13%	1%	-0.5%
Cc1cc(C)c(C(=O)N(C)CC2CCCN(CCc3ccccc3F)C2)o1 (stereo not drawn)	-3%	13%	0.4	68	-3%	·	6%	-4%	9%	-0.1%
CCN(CC)CCN(Cc1cc2cc3c(cc2[nH]c1=O)OCCO3)C(=S)NCCCOC	7%	26%	1.0	70	4%	·	8%	-13%	0%	0.3%
CC(Oc1ccccc1)C(=O)OCC(=O)NC(=O)NCc1ccco1 (stereo not drawn)	3%	11%	-0.8	36	20%	i	11%	-3%	-7%	0.3%
O=C(NCc1ccco1)c1nc2nc(-c3cccs3)cc(C(F)(F)F)n2n1	2%	23%	0.9	87	-2%	i	12%	4%	-1%	-0.1%
Clc1cccc(Cl)c1COc1ccccc1CNn1cnnc1	-13%	13%	0.6	47	2%	i	2%	23%	-12%	-0.4%
CN1C=CC=C/C1=C1\SC(=S)N(CC(=O)O)C1=O	-7%	·	-0.8	35	0%	i	13%	-18%	1%	-0.1%
CCOC(=O)Cc1csc(N/C(=N/S(=O)(=O)c2ccc(F)cc2F)c2ccccc2)n1	-5%	10%	-1.8	52	-17%	i	2%	2%	0%	0.5%
CCNc1nc(N)nc(Oc2ccc(OCc3ccccc3)nn2)n1	-4%	7%	1.5	41	7%	i	11%	7%	-2%	-0.2%
Cc1ccc(C(c2sc3nc(C)nn3c2O)N2CCN(c3ccccc3)CC2)cc1 (stereo not drawn)	1%	5%	-2.7	97	-9%	i	4%	9%	-13%	-0.2%
CCOC(=O)C1=NN(C(=O)COc2ccccc2)C(O)(c2ccc(Br)cc2)C1 (stereo not drawn)	-6%	4%	2.4	36	-1%	i	6%	-13%	6%	-0.1%
Cc1cc(=S)nc(-c2ccccn2)[nH]1	-8%	22%	2.4	56	13%	i	13%	-46%	6%	0.7%
Cc1nc(/C=C/c2ccccc2)[nH]c(=O)c1-c1ccccc1	4%	5%	3.2	47	0%	i	7%	18%	-7%	-0.3%
CCOc1ccccc1N(CC(=O)NCC1CCCO1)C(=O)CCC(=O)Nc1ccccn1 (stereo not drawn)	-8%	2%	·	·	6%	i	4%	7%	8%	-0.3%
SMILES	NS5 inhibitors	SV40 large T antigen	NTR1 agonist	NTR1 agonist cell count 20 µM	GPR35 arrestin U2OS	Yfh1-off respiration	MgcRacGAP inhibition	AID2073	GPR55 antagonists	GPR55 activation
CC[N+]1(CC(O)COC2CC(C)CC(C)(C)C2)CCOCC1 (stereo not drawn)	-3%	46%	-1.1	67	9%	i	10%	-11%	8%	0.0%
COc1ccc(CN(C)C(=O)COC(=O)c2c(-c3ccccc3Cl)noc2C)cc1	2%	9%	1.6	47	-13%	i	4%	-1%	-1%	0.6%
O=C(NC1CCCCCCC1)C1CCC(CNc2c(N3CCCC3)c(=O)c2=O)CC1 (stereo not drawn)	-3%	-1%	-2.0	104	3%	i	4%	7%	7%	-0.1%
CCCCC(=O)NC(=S)Nc1cccc(NC(=O)c2ccco2)c1	-5%	17%	-2.3	48	18%	i	1%	-8%	2%	-0.3%
O=C(CSc1nc2nc(-c3cccs3)cc(C(F)(F)F)c2c(=O)[nH]1)Nc1c(F)c(F)c(F)c(F)c1F	8%	-1%	29	47	-35%	i	5%	18%	-5%	-0.2%
Cc1cc(OCC(=O)NC2CC(C)(C)NC(C)(C)C2)c2c(C)c(C)c(=O)oc2c1	21%	12%	1.3	69	4%	·	2%	7%	0%	-0.1%
Fc1ccc(C2c3cccn3CCN2C(=S)Nc2cccc(Br)c2)cc1 (stereo not drawn)	1%	2%	8.0	64	-10%	i	8%	30%	22%	-1.0%
C[C@H](NC(=O)[C@@H]1Cc2ccccc2CN1C(=O)OC(C)(C)C)C(=O)NC1CCCC1	3%	5%	0.2	58	-15%	·	5%	16%	8%	-0.1%
CC(=O)NCC(=O)N(C)C(C(=O)Nc1ccc2c(c1)OCCO2)c1ccccc1 (stereo not drawn)	-10%	3%	0.1	55	10%	i	-5%	5%	4%	-0.4%

Source: PubChem BioAssay (several laboratories)
